Source: PubChem BioAssay (several laboratories)
Salmonella PhoP GFP = PhoP-dependent GFP reporter repression – Salmonella Typhimurium, primary screen (AID 1863). S. Typhimurium PhoP-regulated promoter GFP reporter, 4 h; higher % means a stronger effect. inhibition, % at 50 µM, or IC50 in µM where a hit was titrated. 300,000 tested, 0.16% active;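 active = inhibition over 29.93%, a cutoff 3 SD above the screen mean, later confirmed by dose response; inconclusive = inhibition over 29.93% but no dose response follow-up; inactive = inhibition at most 29.93% or unconfirmed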;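 also: 0% = low Mg2+ inducing control and 100% = high Mg2+ repressing control; strong numbers were not always called active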
MgcRacGAP inhibition = MgcRacGAP GTPase-activating activity inhibitors, confirmation, biochemical, ADP Hunter fluorescence; AID 624330; inhibition, % at 30 µM, or IC50 in µM where a hit was titrated; MgcRacGAP-stimulated Rac1 GTP hydrolysis, ADP Hunter fluorescence; higher % means a stronger effect; GST-tagged Rac1 F28L mutant substrate; 340,000 tested, 0.6% active;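 active = first-screen hits whose inhibition reached a set limit at any dose in the follow-up dose series; inconclusive = inhibition above the set first-screen limit but never retested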;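 also: fluorescence reports GDP produced by GAP-driven GTP hydrolysis; strong numbers were not always called active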
WT yeast gro inh = growth inhibition of WT yeast, mitochondrial fusion screen; inhibition, % at 10 µM; 190,000 tested, 2.1% active; mitochondrial fusion phenotypic screen, WT strain; AID 1362; in the data active = inhibition above about 58%; tested in S. cerevisiae
T cell modulator = T cell immune modulators affecting CD8 T cell-vesicle binding. 2C CD8+ T cell-vesicle binding, flow cytometry; stronger effect = lower value. calls only at 7 µM. 330,000 tested, 0.068% active. AID 2052;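 active = response, share of CD8 T cells binding vesicles, and their 90th percentile fluorescence all below set limits, cut at about 80% in these data, passing the limit was not always enough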
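Test system: purified 2C TCR transgenic mouse naive CD8+ T cells. Probe or stimulus: QL9-peptide-loaded Drosophila micro-vesicles bearing Ld, ICAM-1 and B7-1. Incubation: binding step 1.5 h, 37 °C, antibody labelling 20 min, ice. Measured by: flow cytometry of vesicle-bound cells.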
Myeloid diff 2 = compounds promoting myeloid differentiation | ER-HoxA9 myeloid progenitors, lysozyme-GFP differentiation, flow cytometry | calls only at 10 µM | 360,000 tested, 1% active;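 active = normalized GFP-positive differentiation at or above the plate's own cutoff, the solvent-only control mean plus 3 SD; inconclusive = no clear call, values can overlap the other calls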;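 also: cells exposed to compound for four days before flow analysis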
SV40 large T antigen = SV40 large T antigen inhibitors, biochemical (AID 1903); inhibition, % at 20 µM, or IC50 in µM where a hit was titrated; SV40 large T antigen ATPase/helicase inhibition assay; higher % means a stronger effect; 310,000 tested, 0.39% active; in the data active = a potency from the dose series; inconclusive = inhibition mostly from about 32% at the one dose, without a potency; inactive = the rest, 99 in 100 with inhibition below about 32%; also: strong numbers were not always called active
West Nile virus CPE = West Nile virus antiviral activity, cell-based, CPE readout (AID 1621); West Nile virus-infected cells, CPE inhibition; higher % means a stronger effect; CPE inhibition, % at 10 µM, or IC50 in µM where a hit was titrated; 290,000 tested, 0.02% active; in the data active = a potency from the dose series; inconclusive = CPE inhibition mostly from about 3.7% at the one dose, without a potency; inactive = the rest, 99 in 100 with CPE inhibition below about 2.2%; also: strong numbers were not always called active
b-catenin transl = beta-catenin nuclear translocation modulation. AID 1665. 190,000 tested, 0.3% active. nuclear translocation activity, % at 5 µM. HeLa beta-catenin nuclear translocation, immunofluorescence imaging;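 active = nuclear translocation activity above 50% at 5 µM, with a well cell count of 50 or more; inconclusive = wells under 50 cells across six images, flagged as toxic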;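 also: per-cell ratio of nuclear to cytoplasmic median beta-catenin stain intensity; plate controls were DMSO negative control for no effect and GSK-3 inhibitor IX positive control for full effect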
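Technique: fluorescence imaging of beta-catenin antibody stain plus DAPI / Material: human HeLa cell line / Incubation: compound treatment 24 h, 37°C, 5% CO2 / Read-out basis: % activation of per-cell nuclear versus cytoplasmic median beta-catenin signal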
RSV antiviral HEp-2 = RSV antiviral activity via CPE protection, HEp-2 cells, primary 10 µM value included (AID 2391) | HEp-2 cells, RSV-induced CPE inhibition; higher % means a stronger effect | CPE inhibition, % at 10 µM; hits with a dose series show IC50 in µM | 310,000 tested, 0.13% active; in the data active = a potency from the dose series; inconclusive = CPE inhibition mostly from about 23% at the one dose, without a potency; inactive = the rest, 99 in 100 with CPE inhibition below about 21%; also: strong numbers were not always called active
WT yeast gro inh mutant strain = recorded beside WT yeast gro inh, whose call it bears; inhibition, %; mitochondrial fusion phenotypic screen, mutant strain inhibition
b-catenin transl cell count 5 µM = second read-out of b-catenin transl, no call of its own (marks repeat the call); cell count; measured here: cell count, cytotoxicity flag
T cell modulator vesicle-bound % = second read-out of T cell modulator, no call of its own (marks repeat the call); double positive events, %; measured here: CD8+ vesicle-bound cell fraction;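 binding gate set so that unloaded-vesicle control wells show 10% double positive cells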
Myeloid diff 2 GFP+ MAC1+ % = second read-out of Myeloid diff 2, no call of its own (marks repeat the call); GFP+ MAC1+ double positive, %; measured here: differentiation confirmed by MAC1 staining
Active calls of the source: *; i = inactive; ? = inconclusive; . = not tested or not shown; + = active, no number.

# | canonical_smiles | Salmonella PhoP GFP | MgcRacGAP inhibition | WT yeast gro inh | WT yeast gro inh mutant strain | T cell modulator | T cell modulator vesicle-bound % | Myeloid diff 2 | Myeloid diff 2 GFP+ MAC1+ % | SV40 large T antigen | West Nile virus CPE | b-catenin transl | b-catenin transl cell count 5 µM | RSV antiviral HEp-2
1 | O=C(c1ccc(Cl)c(S(=O)(=O)N2CCCC2)c1)N1CCOCC1 | -4.8% | 5.5% | . | . | i | 47.9 | i | 0.4 | 7.1% | 0.7% | . | . | 4.9%
2 | CC1=C(C(=O)OC(C)(C)C)C(c2cccs2)NC(=O)N1 (centres undefined) | 10.0% | 4.2% | 13.9 | 12.2 | i | 30.1 | i | 0.5 | 0.5% | -1.1% | -0.8 | 938 | 2.2%
3 | O=C(OCC(=O)c1cccs1)c1cccc(C(=O)OCC(=O)c2cccs2)n1 | 13.2% | 11.9% | -1.4 | -5.2 | i | 26.6 | i | 6.0 | 9.9% | 0.4% | 0.8 | 1353 | -0.3%
4 | Cn1c(SCC(=O)c2ccccc2)nnc1-c1ccncc1 | -9.4% | 11.8% | -6.8 | 3.5 | i | 36.7 | i | 0.7 | 11.6% | 0.4% | -2.2 | 1041 | 2.2%
5 | Cc1nnc(NC(=O)c2cccc(S(=O)(=O)N3CCN(C)CC3)c2)s1 | -2.7% | 6.3% | . | . | i | 45.8 | i | 0.5 | 6.8% | . | . | . | -0.8%
6 | CCN(CC)c1ccc(/C=N/N=C(c2ccccc2)c2ccccc2)c(O)c1 | -11.2% | 10.7% | -0.4 | 13.0 | i | 46.5 | + | 0.6* | 11.0% | -1.5% | 5.4 | 850 | 11.4%
7 | CCn1c2ccccc2c2cc(NC(=O)COC(=O)c3cc(Cl)c(N)cc3OC)ccc21 | -3.5% | 10.5% | . | . | i | 15.2 | i | 0.4 | 6.2% | 0.7% | 2.2 | 1323 | 13.4%
8 | S=C(Nc1cccc(Cl)c1)Nc1ccc2cn[nH]c2c1 | 9.6% | 21.6% | -13.2 | -19.9 | i | 10.6 | i | 1.0 | 6.8% | -0.5% | -2.4 | 1100 | 21.7%
9 | Cc1cccc(NC(=O)c2ccc(F)c(S(=O)(=O)N3CCC4(CC3)OCCO4)c2)c1 | 5.7% | -15.7% | . | . | i | 4.8 | i | 1.8 | -0.9% | -0.3% | . | . | 8.6%
10 | CC(C)(C)c1ccc(O)c(N=Cc2cc(Br)ccc2O)c1 | 11.6% | ? | 3.2 | -14.0 | i | 24.6 | i | 0.2 | 32.8% | -1.0% | 1.8 | 1020 | 2.8%

An excerpt from above in order of their number in RSV antiviral HEp-2, falling.
entry | structure | RSV antiviral HEp-2
6 | CCN(CC)c1ccc(/C=N/N=C(c2ccccc2)c2ccccc2)c(O)c1 | 11.4%
1 | O=C(c1ccc(Cl)c(S(=O)(=O)N2CCCC2)c1)N1CCOCC1 | 4.9%
4 | Cn1c(SCC(=O)c2ccccc2)nnc1-c1ccncc1 | 2.2%

The list continues:
# | canonical_smiles | Salmonella PhoP GFP | MgcRacGAP inhibition | WT yeast gro inh | WT yeast gro inh mutant strain | T cell modulator | T cell modulator vesicle-bound % | Myeloid diff 2 | Myeloid diff 2 GFP+ MAC1+ % | SV40 large T antigen | West Nile virus CPE | b-catenin transl | b-catenin transl cell count 5 µM | RSV antiviral HEp-2
11 | Cc1cc(C(F)F)n2ncc(C(=O)N3CCC(C(N)=O)CC3)c2n1 | 0.3% | 4.2% | 2.0 | -9.1 | i | 50.4 | i | 1.3 | . | 0.4% | -14.1 | 1114 | 2.5%
12 | CCCCOc1ccc(CON(C(C)=O)C(C)=O)cc1Cl | -7.8% | -3.9% | . | . | i | 32.7 | i | 0.1 | 22.4% | -1.1% | 0.1 | 1346 | 9.0%
13 | c1ccc(-c2cc3c(N4CCOCC4)ncnc3s2)cc1 | -1.3% | 6.7% | 1.6 | -5.7 | i | 19.5 | i | 1.3 | 9.2% | 0.5% | -2.3 | 1031 | 16.1%
14 | COc1ccc(CN(CCO)CCO)cc1[N+](=O)[O-] | -5.7% | 2.2% | 11.0 | 11.6 | i | 53.0 | i | 0.3 | 3.7% | -0.2% | 4.8 | 589 | 0.1%
15 | O=C(Cc1ccc(Cl)cc1)Nc1cccc(-c2nnc(-c3ccco3)o2)c1 | 5.7% | 7.6% | -1.5 | 4.1 | i | 21.4 | i | 0.0 | -3.0% | ? | . | . | 21.4%
16 | Clc1cccc(Cl)c1CSc1cc2c(nn1)-c1ccccc1CC2 | 4.0% | 4.7% | 34.9 | 2.1 | i | 14.6 | i | 0.3 | 17.6% | -1.1% | -6.3 | 994 | 3.6%
17 | CCOC(=O)N1CCC(NC(=O)CSCc2cnn(-c3ccccc3)c2-n2cccc2)CC1 | 3.4% | 14.1% | 24.4 | 9.9 | i | 60.6 | i | 1.1 | -3.5% | -0.6% | 0.9 | 1333 | 2.2%
18 | CN(C)C(=O)NC(Nc1ccc(Cl)cc1Cl)C(Cl)(Cl)Cl (centres undefined) | 23.6% | 3.1% | 42.6 | -6.3 | i | 35.4 | i | 5.1 | -5.2% | -0.5% | -2.3 | 1196 | 10.8%
19 | O=C(O)Cn1c(P(=O)(O)c2ccccc2)nc2ccccc21 | -1.8% | 3.4% | -7.4 | -3.6 | i | 37.5 | i | 0.8 | 15.6% | 1.2% | 0.4 | 1181 | 2.1%
20 | COc1cc(OC)c(NC2=CC(=O)C(=O)c3ccccc32)cc1Cl | 6.0% | 5.3% | . | . | i | 21.3 | i | 2.6 | 4.8% | -0.8% | . | . | -1.8%
21 | CC1(C)C(=O)OC(c2c3ccccc3cc3ccccc23)C(C)(C)C1=O (centres undefined) | -5.2% | 1.7% | . | . | i | 33.1 | i | 0.5 | 0.3% | 0.1% | 0.6 | 1303 | 7.7%
22 | O=S(=O)(NCCCc1ccccc1)c1cccc2nsnc12 | 0.1% | -8.5% | -3.2 | -12.4 | i | 30.5 | i | 1.0 | 6.6% | -1.8% | -1.0 | 545 | 1.9%
23 | COc1cccc(-n2c(=O)[nH]cc(C(=O)Nc3ccc4c(c3)OCCO4)c2=O)c1 | -2.8% | -2.6% | 11.0 | -1.4 | i | 50.8 | i | 4.4 | -1.7% | 0.1% | 1.9 | 1154 | 2.7%
24 | CN=c1scc(C)n1/N=C/c1ccc2c(c1)OCO2 | 6.1% | 18.6% | 10.5 | 12.6 | i | 37.8 | i | 0.6 | 11.5% | -0.2% | -5.7 | 1222 | 1.2%
25 | COc1ccc(S(=O)(=O)N2CCC(C(=O)N3CCCCC3)CC2)cc1OC | -4.6% | 5.5% | 61.1* | 22.5* | i | 37.5 | i | 0.8 | 8.5% | -1.0% | 0.8 | 1284 | 1.0%
26 | COCCN1CCN(C(=O)c2cc(COc3ccc(Cl)cc3OC)on2)CC1 | -4.6% | 0.1% | . | . | i | 38.0 | i | 1.6 | 1.7% | -0.1% | . | . | 0.1%
27 | c1ccc2c(c1)Cn1c-2nc2ccccc21 | 18.0% | 10.4% | 20.3 | 3.2 | i | 20.6 | i | 0.3 | 12.7% | -0.5% | 0.4 | 1044 | 4.2%
28 | CC1CCCN(C(=O)CCCC(=O)N2CCCC(C)C2)C1 (centres undefined) | 3.1% | 4.1% | . | . | i | 66.7 | i | 0.6 | 21.2% | -0.5% | . | . | 1.8%
29 | CN(C)CCNS(=O)(=O)c1ccc(Cl)cc1 | -12.0% | 4.8% | -11.0 | -1.6 | i | 22.2 | i | 0.3 | 2.4% | 0.3% | 2.7 | 1197 | 0.0%
30 | Cc1cc(NS(=O)(=O)c2ccc(NC(=O)c3cnc4sccn4c3=O)cc2)nc(C)n1 | -3.6% | 4.1% | -2.6 | -6.9 | i | 18.9 | i | 1.7 | 7.2% | 0.0% | 0.2 | 1072 | 1.6%
31 | CC1CCCCN1CC(=O)Nc1sc2c(c1C#N)CCC2 (centres undefined) | -14.0% | 3.9% | -4.7 | 7.2 | i | 50.0 | i | 0.6 | 16.5% | 0.2% | 0.2 | 1131 | -0.9%
32 | COc1ccc2nc(NC(=O)c3cccc(S(=O)(=O)N4CCOCC4)c3)sc2c1 | -7.9% | 14.7% | 27.9 | 10.9 | i | 43.3 | i | 0.4 | 6.4% | -0.1% | -1.4 | 1374 | ?
33 | CC(C)c1ccc(OCC(=O)NNC(=S)NC(=O)C2CC2)cc1 | -7.5% | 8.9% | . | . | i | 9.3 | i | 0.5 | 16.0% | -0.3% | . | . | 3.9%
34 | O=C(O)c1ccc(CNC(=O)C2CCCN2C(=O)OCc2ccccc2)cc1 (centres undefined) | 0.9% | 4.3% | . | . | i | 44.2 | i | 1.6 | 4.2% | 0.1% | . | . | 0.7%
35 | Cc1ccc(S(=O)(=O)N2CCCOC2CNC(=O)C(=O)NCc2cccs2)cc1 (centres undefined) | -2.1% | 8.2% | -1.9 | 1.0 | i | 40.5 | i | 0.4 | 12.1% | -1.3% | 5.3 | 475 | 3.1%
36 | CC(C)Nc1nc(N(c2ccccc2)c2ccccc2)nc(-n2ccnc2)n1 | 19.6% | 8.0% | 10.5 | -0.8 | i | 44.7 | i | 0.6 | 1.1% | . | 0.6 | 1397 | 1.8%
37 | CCC(C)NC(=O)C(=O)NC1CCCC1 (centres undefined) | 1.6% | 2.9% | -3.1 | -17.0 | . | . | i | 0.3 | 18.9% | 0.5% | 1.6 | 947 | .
38 | Cc1cc(C(=O)O)c(CSCc2cc(C(=O)O)oc2C)o1 | 3.7% | 4.1% | -2.2 | 3.4 | i | 40.5 | i | 6.6 | 13.4% | -0.2% | . | . | 1.2%
39 | O=Cc1c(N2CCN(c3ccccc3)CC2)nc2ccccn2c1=O | -0.1% | 2.0% | 7.1 | -4.5 | i | 49.8 | i | 0.4 | 3.3% | -0.6% | -2.1 | 989 | 3.4%
40 | Cc1cc(S(=O)(=O)NCCc2ccncc2)cc(C)c1F | . | 10.9% | . | . | i | 21.3 | i | 0.5 | 7.1% | . | . | . | -0.6%
41 | CCCCn1c(SCC(=O)N2CCOCC2)nc2c1c(=O)n(C)c(=O)n2C | 3.1% | 12.1% | . | . | i | 14.1 | i | 3.9 | 5.3% | -0.2% | . | . | 1.2%
